FID counter: fluorescent intercalator displacement, NS3 helicase counter-screen; inhibition, % at 7.9 µM; DNA fluorescent intercalator displacement, fluorescence; actives 0.17% (n = 290,000); in the data active = inhibition above about 37%;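 also: 0% = vehicle and 100% = reference compound; higher means more ethidium bromide displaced from hairpin DNA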
IDE cell activ: boosts human insulin-degrading enzyme activity in HEK cells; P14735; FAbeta-B cleavage, fluorescence polarization; 0% vehicle, 100% cell-free pure enzyme wells; activation, % at 5.96 µM; actives 0.073% (n = 340,000); AID 493087;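 active = activation above the mean of all tested compounds plus 3 SD, set per screening campaign, cut at about 17% in these data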
PfM18AAP inh: PfM18AAP enzyme inhibition | actives 1.2% (n = 290,000) | inhibition, % at 7.35 µM | recombinant PfM18AAP, H-Glu-NHMec fluorogenic cleavage | AID 1822;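 active = inhibition above the campaign mean inhibition over all tested compounds plus 3 SD, cut at about 28% in these data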;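 also: 0% = plate median of test compound wells and 100% = 2 mM ZnCl2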
NS3 helicase inh: HCV NS3 helicase inhibition | NS3 helicase DNA unwinding, Cy5 molecular beacon fluorescence | inhibition, % at 10.9 µM | actives 0.56% (n = 290,000);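 active = inhibition above the mean of all tested compounds plus 3 SD, set per campaign, cut at about 35% in these data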;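 also: 0% = DMSO wells and 100% = thioflavine S control wells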
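Control set: DMSO versus 110 µM thioflavine S; Material: NS3 helicase fragment of HCV; Measured by: Cy5 fluorescence at 0 and 60 min, beacon hairpin quenching; Read-out basis: percent inhibition from t60/t0 fluorescence ratio; Times: reaction time 60 min, 25 °C; Repeats: single replicate; Compound dosing: single dose, 10.9 µM nominal final, DMSO 0.8% final.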
SUMO HTRF inh: inhibitors of human SUMOylation (UBC9); P63279; HTRF SUMOylation assay, SAE1/SAE2 + UBC9, in vitro; inhibition, % at 35 µM; actives 0.36% (n = 290,000); AID 2006; in the data active = inhibition above about 50%, passing the limit was not always enough; also: strong numbers were not always called active
IDE cell inh: inhibits human insulin-degrading enzyme in HEK cells; FAbetaB cleavage, fluorescence polarization; inhibition, % at 5.59 µM; P14735; actives 0.41% (n = 320,000);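 active = percent inhibition above the average of all tested compounds plus 3 SD, set per screening campaign, cut at about 16% in these data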;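 also: IDE supplied by intact live HEK cells; FP after avidin binding of uncleaved biotin substrate so inhibition keeps polarization high; 0% = DMSO wells and 100% = 60 µM reference IDE inhibitor Ii1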
p-CIP stab down: compounds decreasing mouse p/CIP protein stability. Q05BA5. decrease of EGFP signal, % at 10 µM. actives 0.01% (n = 290,000). F442A p/CIP-EGFP cells, EGFP fluorescence, 16 h. AID 1984;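 active = EGFP signal decrease of at least 30% at 10 µM or well 3 SD below plate mean, unless failing retest; inactive = the rest, including hits failing retest or dose response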; also: some compounds called inactive have numbers as strong as hits; many of its hits are not listed in these tables
Target sequence (Q05BA5 1-1403): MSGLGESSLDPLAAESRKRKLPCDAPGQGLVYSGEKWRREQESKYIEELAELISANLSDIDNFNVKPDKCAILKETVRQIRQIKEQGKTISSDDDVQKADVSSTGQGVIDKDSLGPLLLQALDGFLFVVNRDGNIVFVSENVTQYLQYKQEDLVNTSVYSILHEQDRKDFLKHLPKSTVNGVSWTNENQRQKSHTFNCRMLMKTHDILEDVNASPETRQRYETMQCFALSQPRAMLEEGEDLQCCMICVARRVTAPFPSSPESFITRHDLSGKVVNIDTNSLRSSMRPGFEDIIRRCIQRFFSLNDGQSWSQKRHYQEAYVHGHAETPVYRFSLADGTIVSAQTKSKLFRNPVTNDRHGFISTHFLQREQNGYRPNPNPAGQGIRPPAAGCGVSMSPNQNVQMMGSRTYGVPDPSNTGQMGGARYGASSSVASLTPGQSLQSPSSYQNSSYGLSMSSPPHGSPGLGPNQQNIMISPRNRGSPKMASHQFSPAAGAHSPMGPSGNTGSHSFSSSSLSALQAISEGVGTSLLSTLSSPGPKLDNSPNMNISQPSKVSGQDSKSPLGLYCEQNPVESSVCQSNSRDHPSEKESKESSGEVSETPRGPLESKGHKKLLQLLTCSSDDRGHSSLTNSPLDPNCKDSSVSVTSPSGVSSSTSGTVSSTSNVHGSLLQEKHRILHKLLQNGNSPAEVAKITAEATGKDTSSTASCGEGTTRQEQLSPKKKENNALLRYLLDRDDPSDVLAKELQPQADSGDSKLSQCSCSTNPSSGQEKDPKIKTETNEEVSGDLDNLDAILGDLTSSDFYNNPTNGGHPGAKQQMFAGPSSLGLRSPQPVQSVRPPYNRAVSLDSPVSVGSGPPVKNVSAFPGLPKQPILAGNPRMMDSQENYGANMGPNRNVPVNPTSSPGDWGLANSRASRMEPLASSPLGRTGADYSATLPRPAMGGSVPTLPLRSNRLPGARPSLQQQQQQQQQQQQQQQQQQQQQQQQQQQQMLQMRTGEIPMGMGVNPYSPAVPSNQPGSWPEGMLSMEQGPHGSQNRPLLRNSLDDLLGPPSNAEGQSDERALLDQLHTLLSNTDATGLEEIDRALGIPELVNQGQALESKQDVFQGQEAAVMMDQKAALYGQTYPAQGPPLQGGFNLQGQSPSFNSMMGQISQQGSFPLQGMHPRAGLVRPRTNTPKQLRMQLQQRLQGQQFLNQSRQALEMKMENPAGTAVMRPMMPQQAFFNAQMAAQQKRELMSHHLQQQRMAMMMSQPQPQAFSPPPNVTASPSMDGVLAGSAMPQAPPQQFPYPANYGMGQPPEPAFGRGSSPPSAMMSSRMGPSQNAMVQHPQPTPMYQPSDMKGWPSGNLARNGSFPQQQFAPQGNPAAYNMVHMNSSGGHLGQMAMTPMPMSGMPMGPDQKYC
VIM-2 inhibitor: inhibitors of Pseudomonas aeruginosa VIM-2 metallo-beta-lactamase. purified VIM-2, nitrocefin hydrolysis, epi-absorbance fluorescence. inhibition, % at 5.6 µM. actives 0.89% (n = 290,000);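 active = inhibition above the mean of all tested compounds plus 3 SD, cutoff set per screening run, cut at about 7.5% in these data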;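 also: red hydrolysis product quenches plate fluorescence so inhibitors raise well fluorescence; 0% = enzyme with DMSO and 100% = DMSO without enzyme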
IMP-1 inhibitor: inhibitors of Pseudomonas aeruginosa IMP-1 metallo-beta-lactamase | purified IMP-1, nitrocefin hydrolysis, epi-absorbance fluorescence | inhibition, % at 5.6 µM | actives 0.45% (n = 290,000) | AID 1556;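 active = inhibition above the mean plus 3 SD of all compounds in the same screening run, cut at about 4.5% in these data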;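 also: 0% = IMP-1 with DMSO and 100% = DMSO wells lacking enzyme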
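System: Purified IMP-1 | Read-out basis: Percent enzyme inhibition | Controls: IMP-1 with DMSO as 0%, enzyme-free DMSO as 100% | Replicates: One well per compound | Doses: 5.6 µM nominal single concentration | Detection: Epi-absorbance fluorescence, 480 nm excitation, 530 nm emission | Incubation: 25 °C, 15 min preincubation, 25 min reaction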
An asterisk follows results filed as active; nt = not tested or not shown; & = joins results of further samples.

Start of the listing, in advance:
SMILES	FID counter	IDE cell activ	PfM18AAP inh	NS3 helicase inh	SUMO HTRF inh	IDE cell inh	p-CIP stab down	VIM-2 inhibitor	IMP-1 inhibitor
O=C(/C=C/c1cccc([N+](=O)[O-])c1)Nc1ccc(NC(=O)c2cccs2)cc1	-3	8	-1	4	29	1	-7	-3.0	-3.5
CN(c1ccccc1)S(=O)(=O)c1ccc(C(=O)OCC(=O)NCc2cccs2)cc1	-6	6	5	3	-23	5	5	-1.2	-2.0
COc1ccc(OCC(=O)Nc2cccc3cccnc23)cc1	-14	4	2	2	10	3	-16	-2.4	-4.0
Cc1ccnn1C(C)C(=O)O (stereo unspecified)	5	4	-1	1	18	4	-2	-0.9	-1.2
CCOC(=O)NCc1ccccc1	0	-2	0	4	-2	0	3	-0.7	-3.1
Cc1nn(CCC(=O)NNC(=S)Nc2ccccc2)c(C)c1Br	-13	-6	18	2	-4	-1	5	0.0	-4.2
CC(C)CNC(=O)[C@H](Cc1ccccc1)NC(=O)c1cccs1	-5	3	-1	12	11	-1	3	-0.7	-0.6

This part in full (from the top)
SMILES	FID counter	IDE cell activ	PfM18AAP inh	NS3 helicase inh	SUMO HTRF inh	IDE cell inh	p-CIP stab down	VIM-2 inhibitor	IMP-1 inhibitor
O=C(/C=C/c1cccc([N+](=O)[O-])c1)Nc1ccc(NC(=O)c2cccs2)cc1	-3	8	-1	4	29	1	-7	-3.0	-3.5
CN(c1ccccc1)S(=O)(=O)c1ccc(C(=O)OCC(=O)NCc2cccs2)cc1	-6	6	5	3	-23	5	5	-1.2	-2.0
COc1ccc(OCC(=O)Nc2cccc3cccnc23)cc1	-14	4	2	2	10	3	-16	-2.4	-4.0
Cc1ccnn1C(C)C(=O)O (stereo unspecified)	5	4	-1	1	18	4	-2	-0.9	-1.2
CCOC(=O)NCc1ccccc1	0	-2	0	4	-2	0	3	-0.7	-3.1
Cc1nn(CCC(=O)NNC(=S)Nc2ccccc2)c(C)c1Br	-13	-6	18	2	-4	-1	5	0.0	-4.2
CC(C)CNC(=O)[C@H](Cc1ccccc1)NC(=O)c1cccs1	-5	3	-1	12	11	-1	3	-0.7	-0.6
Cc1ccc(OCC(=O)Nc2ccc(S(=O)(=O)N3CCOCC3)cc2)c(C)c1	-30	-2	2	-6	6	nt	-1	-2.0	-2.0
COc1ccc(N(CC(=O)Nc2cccnc2)S(=O)(=O)c2ccccc2)cc1OC	-14	-4	3	5	7	3	-3	-3.5	-5.0
O=C(Nc1ccncc1)c1ccc([N+](=O)[O-])cc1Cl	-1	-1	8	8	-1	-1	2	-1.4	-2.0
COc1ccc(NC(=O)CCc2nc(-c3ccccc3F)no2)cc1	-6	0	-1	-10	14	5	-1	-1.5	-2.9
CCN(CC)C(=O)CSc1ncnc2c1nnn2-c1ccc(F)cc1	-2	2	4	13	4	1	4	0.3	0.9
O=C(CNCc1ccco1)Nc1cc(S(=O)(=O)N2CCOCC2)ccc1N1CCCC1	-1	8	-11	-6	19	1	11	-1.6	-1.6
O=C(CSc1ncnc2[nH]ncc12)Nc1cccc(Oc2ccccc2)c1	-5	-2	-5	-11	6	1	3	-0.6	-3.7
CC1c2cc3c(cc2CCN1C(=O)c1ccc(Cl)cc1)OCCCO3 (stereo unspecified)	-38	-6	-13	-4	-6	5	-30	1.3	0.5
O=C(NCc1cccs1)c1cc2c(s1)-c1ccccc1OC2	-6	-2	3	-11	16	-2	-7	-2.2	-5.8
N/C(=N\N=C\c1ccc(O)c(O)c1)c1nonc1N	-5	3	43*	-5	2	-2	-9	-3.6	-3.3
CS(=O)(=O)c1ccc(C(=O)Nc2ccccc2Cl)cc1	-2	4	4	-4	6	-6	-5	-3.4	-1.3
O=C(NNC(=O)c1ccco1)c1cccc([N+](=O)[O-])c1	3	-1	3	0	21	-3	10	-5.1	-1.8
Cc1ccc(Nc2nc(CSc3nnnn3C)cs2)cc1	-1	2	-3	3	13	3	-5	-3.2	-1.8
C/C(=N\OCC(=O)Nc1ccccc1Br)c1cccs1	-14	-5	-3	0	5	6	16	-2.6	-2.4
COc1cccc(NC(=O)Cn2c(-c3cncs3)nc3ccccc32)c1	-7	0	1	-7	5	-3	-15	-3.2	-2.2
COc1ccc(-c2cn3c(C)c(C(=O)N4CCN(c5ccccc5F)CC4)sc3n2)cc1	-43	-7	-1	-30	0	0	-16	-1.3	-2.8
Cc1cc(C)cc(NS(=O)(=O)c2ccc3[nH]cc(C(=O)NCc4ccco4)c(=O)c3c2)c1	15	-1	12	0	12	4	-4	-2.3	-2.1
C=CCSc1nnc2nc3c(nn12)c1cc(C)ccc1n3CC=C	-12	3	6	-28	-1	0	-9	15*	-3.1
N#CCC(=O)N/N=C/c1cn(Cc2ccc(Cl)cc2Cl)c2ccccc12	3	5	9	21	4	-6	-8	-3.4	-4.2
O=C(O)C1=C(OCc2ccccc2)C(=O)NCC1	-2	8	3	-2	4	0	-14	-3.3	-2.0
COc1ccc(N=C2S/C(=C\c3cc(C)n(C)c3C)C(=O)N2C)cc1	-9	-1	-6	19	-8	9	-5	-3.2	-1.1
NC(=O)Cn1nc2sc3ccccc3n2c(=O)c1=O	-6	nt	-1	-2	8	0	-9	-2.6	-1.6
Cc1ccc(NC(=O)c2cc(N3C(=O)C4CC=CCC4C3=O)ccc2N2CCCCC2)cc1 (stereo unspecified)	-4	3	-9	-3	15	4	-4	-2.1	-1.2
CC(C)n1cc(CN2CCC(n3nccc3NC(=O)C3CCCC3)CC2)cn1	-2	3	-6	-5	2	0	0	-1.4	-0.3
O=C1NC(=Nc2ccccc2)S/C1=C\c1ccccc1	-12	-1	12	40*	18	4	-12	-1.6	-2.8
COc1ccc(C(=O)NNc2ccccc2)cc1OC	1	2	5	2	15	-5	3	-7.5	-1.5
CCCC(=O)OCC(=O)Nc1ccc2[nH]c(=O)[nH]c2c1	0	-2	0	3	9	0	-2	-2.1	-1.9
CC(C)CC(=O)Nc1ccc(N2CCN(C(=O)c3cccs3)CC2)cc1	-22	-2	0	1	3	2	2	-3.3	-1.2
O=c1c2ccccc2c2ccccc2c(=O)n1-c1ccccc1	-5	0	2	-7	-10	0	-13	1.7	-1.7
Cc1ccc(C(CNC(=O)Nc2cccc(C)c2)N2CCN(C)CC2)cc1 (stereo unspecified)	24	-3	-6	-5	9	-3	-22	1.4	0.6
Cc1nsc2c1ccc1ccccc12	15	-2	-1	3	10	2	-8	-0.7	-3.3
CCNc1ccc(S(=O)(=O)N(C)C)cc1NCC(=O)Nc1ccc(F)c(Cl)c1	-7	0	14	-6	4	8	1	-0.1	-3.5
Cc1ccc(OCc2nc(C#N)c(N3CCCC3)o2)cc1	-16	-1	1	-3	0	2	-5	-2.6	-0.5
CCN(CCNCC(O)COc1ccccc1C(C)C)c1cccc(C)c1 (stereo unspecified)	32	6	3	-55	-10	-2	-2	-2.6	-0.3
CSc1nnc(NC(=O)c2nc(S(=O)(=O)Cc3ccccc3F)ncc2Cl)s1	-25	-2	-45	1	19	2	-11	0.4	0.0
CC1CCc2sc(C(=O)OCC(=O)NCc3ccccc3)cc2C1 (stereo unspecified)	-6	2	1	1	0	-3	-21	-0.7	0.1
COC(=O)C1=C(C)N(C)C(=O)NC1c1cc2c(cc1[N+](=O)[O-])OCO2 (stereo unspecified)	-13	3	15	9	66*	-1	6	-1.8	-3.7
O=C(NC(Cc1c[nH]c2ccccc12)c1nnc2n1CCCCC2)c1ccccc1Cl (stereo unspecified)	-17	1	-4	-4	15	5	-18	-1.8	0.0
CN(CC(=O)Nc1nccs1)S(=O)(=O)c1ccc(F)cc1	7	2	-1	0	-2	0	-5	-1.4	-3.4
NC(=S)NNC(=O)C12CC3CC(CC(C3)C1)C2	-8	5	11	-3	0	-6	-10	-4.7	-0.3
Cc1ccc(C(=O)NN(CCC#N)C2=NS(=O)(=O)c3ccccc32)cc1	0	7	-4	-1	14	3	-7	-2.2	-1.9
COc1ccccc1N(CCN1C(=O)c2cccc3cccc(c23)C1=O)C(=O)c1ccncc1	3	nt	2	9	24	4	1	-3.6	-3.2
Cc1ccc(-n2c(Cc3cccn3C)nnc2SCC(N)=O)cc1	-18	-4	2	-4	4	6	13	-4.0	-3.8
Cc1nnc(SCc2cc(=O)n3[nH]cnc3n2)s1	-1	8	1	-4	-10	1	7	-3.6	-0.9
COc1ccc(CC(=O)Nc2ccc(N3CCN(c4ccc(OC)cc4)CC3)c(C#N)c2)cc1	-3	5	4	-9	8	-7	-4	-0.7	-2.6
C/C(CC(=O)NCc1ccc(F)cc1)=N\NC(N)=S	8	-4	22	11	-10	10	-5	-3.3	-4.2
COc1ccc(CCn2c(C)cc(C(=O)CSc3nnnn3C)c2C)cc1	2	-1	2	0	18	3	-18	-3.0	-3.3
O=C1c2ccccc2-c2nc3ccccc3n21	2&4	-4&-3	2&-1	3&-5	24	4&3	-8	-1.1&-3.6	-0.3&-3.6
CCOc1ccc(C(=O)C[n+]2ccc(C(=O)NCCO)cc2)cc1	0	-1	1	-12	10	1	0	-2.6	-1.6
Cc1ccccc1OCCC(=O)OCC(=O)Nc1ccc(C(N)=O)cc1	-8	1	-5	-2	8	-1	2	2.0	1.6
O=C1Nc2ccccc2C1C(C[N+](=O)[O-])c1ccccn1 (stereo unspecified)	-3	3	0	-6	9	3	9	-3.5	-1.1
CCOC(=O)c1cccnc1SCC(=O)N(C)c1ccccc1	-22	-5	6	-5	25	4	-7	-0.8	-4.3
CCS(=O)(=O)Nc1ccc(C(=O)CC2(O)C(=O)Nc3ccc(Br)cc32)cc1 (stereo unspecified)	-1	4	-4	-5	-5	0	-8	-3.6	-2.8
CCOC(=O)N1CCN(Cc2nc3ccc([N+](=O)[O-])cc3c(=O)n2-c2ccccc2F)CC1	-29	3	8	-8	12	-4	-6	-2.6	-2.7
Cc1nnc(SCc2cccc([N+](=O)[O-])c2)s1	1	7	-7	-6	18	2	-3	-1.2	-1.9
CCOc1ccc(C(O)C(CN2CCOCC2)c2ccccc2)cc1 (stereo unspecified)	1	3	1	3	2	0	-18	-0.5	-1.4

From PubChem BioAssay
